ERG Ets-DNA blk = qHTS for Small Molecule Inhibitors of the ERG Ets/DNA interaction. Transcriptional regulator ERG (Homo sapiens), P11308. hit rate 0.028% among 370,000. Potency, µM (series often up to 76.9 µM), for the others: top-dose FP activity, negative = inhibition, usual class: inhibitors. AID 624246, 2012. fluorescence polarization, His-ERG Ets domain / labelled DNA; active means well fitted inhibition curve with a large enough effect in the polarisation, with a control signal flat; inconclusive means small, poorly fitted or top-dose-only effect, or effect the other way, or a change in a side signal; inactive means no such curve, though single readings can be large or run the other way; the % refers to the polarisation;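 further: polarization taken with two DNA probes labelled with fluorescein and Texas red; potency means the concentration at half of the fitted maximal effect; % of control where 0% means no effect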
Target sequence (P11308 whole entry, looked up, the tested form may be a part): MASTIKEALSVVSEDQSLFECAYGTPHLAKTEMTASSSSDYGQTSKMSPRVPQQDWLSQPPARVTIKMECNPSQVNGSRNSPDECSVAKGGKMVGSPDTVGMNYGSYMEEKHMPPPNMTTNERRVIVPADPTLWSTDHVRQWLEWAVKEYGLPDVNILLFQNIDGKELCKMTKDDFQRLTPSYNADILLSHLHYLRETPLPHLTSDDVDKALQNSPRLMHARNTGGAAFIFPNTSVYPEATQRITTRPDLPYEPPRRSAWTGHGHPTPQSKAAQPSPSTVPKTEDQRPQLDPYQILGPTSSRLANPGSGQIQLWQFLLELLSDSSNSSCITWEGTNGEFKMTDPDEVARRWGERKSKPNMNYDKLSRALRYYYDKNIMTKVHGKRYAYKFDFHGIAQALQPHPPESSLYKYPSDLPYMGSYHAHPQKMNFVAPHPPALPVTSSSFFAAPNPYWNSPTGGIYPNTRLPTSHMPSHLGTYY
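His-tagged ERG Ets domain (1 uM in the protein solution; 300mM KCl, 50mM Tris-HCl, 1mM EDTA, 1mM DTT, pH 7.5) received compound, then a probe mix of 5 nM fluorescein-DNA and 100nM Texas-615-DNA. Fluorescence polarization was read for both dyes.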
ALOX12 inh = Primary qHTS assay for inhibitors of human arachidonate 12S-lipoxygenase (ALOX12): Round 2; AID 1671190, 2021; purified 12hLO, xylenol orange hydroperoxide absorbance; Potency, µM (doses to about 108 µM), inactives show at the highest dose activity change, negative = inhibition, most hits filed as inhibitors; hit rate 1.1% among 580,000; Polyunsaturated fatty acid lipoxygenase ALOX12 (Homo sapiens), P18054; further: potency means the concentration at half of the fitted maximal effect; on the % scale 0 is the no-effect control and ±100 the full control effect
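Purified human 12hLO at 150 nM in 25 mM Hepes, 0.01% Triton X-100, pH 7.0, preincubated 15 min at room temperature with compound. Reaction started with 40 uM arachidonic acid, 30 min at room temperature. Hydroperoxide measured by Fe-xylenol orange, 573/405 nm absorbance ratio.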
Apoferritin bind = qHTS Assay for Identification of Novel General Anesthetics | AID 485281, 2010 | Ferritin light chain (Equus caballus), P02791 | apoferritin/1-aminoanthracene competitive binding, fluorescence | hit rate 0.074% among 350,000 | Potency, µM (series often up to 77.5 µM), without a hit: top-dose activity change, negative = displacement, hits mostly inhibitors; further: potency means the concentration at half of the fitted maximal effect; on the % scale 0 is the no-effect control and ±100 the full control effect; nearly all actives have a fitted effect of over 20% in size
Target sequence (P02791 2-175 limits assumed): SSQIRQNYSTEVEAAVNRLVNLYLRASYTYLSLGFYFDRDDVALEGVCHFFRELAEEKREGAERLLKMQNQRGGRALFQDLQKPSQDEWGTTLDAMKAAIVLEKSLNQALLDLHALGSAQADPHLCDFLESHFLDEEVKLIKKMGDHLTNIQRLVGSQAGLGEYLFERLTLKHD
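Apoferritin-based anesthetic binding model; compound displacement of fluorescent 1-AMA measured as endpoint fluorescence after 10 minutes at room temperature, scaled to free-ligand and complex controls.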
BLM inh = qHTS Assay for Inhibitors of Bloom's syndrome helicase (BLM). RecQ-like DNA helicase BLM (Homo sapiens), P54132. recombinant BLM DNA unwinding, fluorescence dequenching. Potency, µM (doses to about 56.1 µM), inactives show at the top dose activity change, negative = inhibition, most hits filed as inhibitors. hit rate 0.2% among 350,000. AID 2528, 2010;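 further: potency means the concentration at half of the fitted maximal effect; plate controls were vehicle for no effect and no enzyme for full effect; nearly all actives have a fitted effect of over 35% in size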
Pol iota inh = qHTS for Inhibitors of Polymerase Iota | Pol iota fluorescent replication assay, 10 min | Potency, µM (top dose mostly 115 µM), without a hit: at the highest dose activity, negative = inhibition, most hits filed as inhibitors | hit rate 1% among 390,000; further: potency means the concentration at half of the fitted maximal effect
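Fluorescent replication assay read twice, at 0 min and 10 min after adding 50 nM (final) substrate. Enzyme (10 nM) and compounds were first incubated 15 min at room temperature; enzyme-free buffer wells were negative controls.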
APEX1 inh = qHTS Assay for Inhibitors of the Human Apurinic/apyrimidinic Endonuclease 1 (APE1). recombinant APE1, TAMRA/BHQ-2 abasic DNA cleavage fluorescence. Potency, µM (doses to about 65.8 µM), without a hit: top-dose activity change, negative = inhibition, hits mostly inhibitors. hit rate 0.35% among 350,000;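 further: potency means the concentration at half of the fitted maximal effect; plate controls were vehicle for no effect and reference inhibitor for full effect; nearly all actives have a fitted effect of over 55% in size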
Target sequence (P27695 whole entry, looked up): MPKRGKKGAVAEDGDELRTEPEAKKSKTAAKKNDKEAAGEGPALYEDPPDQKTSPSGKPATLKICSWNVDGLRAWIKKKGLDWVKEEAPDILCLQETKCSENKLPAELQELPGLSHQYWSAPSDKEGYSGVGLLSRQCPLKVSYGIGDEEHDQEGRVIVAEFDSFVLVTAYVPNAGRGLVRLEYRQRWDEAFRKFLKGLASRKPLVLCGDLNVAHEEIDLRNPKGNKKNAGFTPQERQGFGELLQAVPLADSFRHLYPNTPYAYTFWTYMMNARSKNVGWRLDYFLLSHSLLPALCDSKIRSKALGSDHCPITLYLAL
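Quantitative HTS: incision of a TAMRA/BHQ-2 double-stranded substrate bearing a tetrahydrofuran abasic site by 0.75 nM APE1 raises fluorescence. Substrate 50 nM final, added after 15 min compound preincubation at room temperature; progress as third-minus-first kinetic read difference.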
TRHR agonist = qHTS for Small Molecule Agonists and Allosteric Enhancers of Human TRH Receptor: Primary Screen for Agonists; Thyrotropin-releasing hormone receptor (Homo sapiens), P34981; TRHR cells, calcium flux fluo-8, FDSS agonist mode; activation, % at 2 µM; hit rate 0.18% among 360,000; in the data active means activation above about 30%; further: 0% is about no effect
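Fluo-8-loaded TRHR cells; 10 s baseline, compound added, kinetic Ca2+ fluorescence read 1/s, agonist mode.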
POLK inh = qHTS for Inhibitors of Polymerase Kappa; hit rate 0.53% among 400,000; DNA polymerase kappa (Homo sapiens), Q9UBT6; Potency, µM (highest dose often 107 µM), for inactives: at the highest dose activity, negative = inhibition, usual class: inhibitors; purified Pol kappa, fluorescent DNA synthesis assay, 10 min; further: potency means the concentration at half of the fitted maximal effect; on the % scale 0 is the no-effect control and ±100 the full control effect
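Pol kappa 10 nM + cpd, 15 min RT; start w/ substrate 50 nM final; fluorescence kinetic read, 0 and 10 min. Neg ctrl: buffer, no enzyme.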
POLB inh = qHTS Assay for Inhibitors of DNA Polymerase Beta | Pol beta primer extension/strand displacement, fluorescence kinetic | Potency, µM (top dose mostly 114 µM), inactives show at the highest dose activity change, negative = inhibition, most hits filed as inhibitors | hit rate 1.3% among 340,000 | AID 485314, 2010; further: potency means the concentration at half of the fitted maximal effect; on the % scale 0 is the no-effect control and ±100 the full control effect
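Homogeneous kinetic assay of primer extension and strand displacement by 10 nM Pol beta, preincubated 15 min at room temperature with compound before 50 nM substrate (final) was added. Read at 0 and 10 min; four-parameter Hill fit.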
The depositor's hits bear a star; ? = inconclusive; / = no result given; & = joins results of further samples; [ ] = another dose, or the depositor's remark. Unless noted, the call rests on the fitted dose curve; in most records, active means well fitted curve in the direction sought with a large enough effect; inconclusive means small, poorly fitted or top-dose-only effect, or another doubt; inactive means no such curve, though single readings can be large; an effect the other way counts as inactive or inconclusive. This is a subset. The share of hits here may be higher or lower than overall.

BLM inh	TRHR agonist	ALOX12 inh	ERG Ets-DNA blk	Apoferritin bind	Pol iota inh	APEX1 inh	POLK inh	POLB inh	Compound
/	0.5	1.2%	-2.8%	/	28.9%	11.5%	-4.4%	/	O=C(CCNS(=O)(=O)c1ccccc1C(F)(F)F)NNC(=O)c1csc(N2CCOCC2)n1
2.3%	0.2	2.3%	/	-12.1%	13.4%	2.5%	-2.0%[60.1 µM]	-1.6%	O=S(=O)(c1ccc(OCC(O)CN2CCN(c3ccc(F)cc3)CC2)cc1)N1CCOCC1 (configuration not stated)
-10.9%	/	-9.0%	/	/	/	-0.9%	-2.5%[60.1 µM]	/	Cn1cc(-c2nc3cnc(N4CCNCC4)nc3n(Cc3ccc(F)cc3)c2=O)c2ccccc21
0.7%	-0.4	152.0%[activator]	-1.9%	-5.5%	154.0%[activator]	4.0%	-10.4%	-1.8%	O=C(Cn1cccc(C(F)(F)F)c1=O)c1ccc(Cl)cc1
-9.2%	-0.1	8.9%	7.5%	3.0%	15.3%	7.1%	-1.6%	8.4%	O=C(O)CCC1COc2ccccc2O1 (configuration not stated)
-9.2%	-0.2	-16.4%	0.3%	39.1%[activator]	5.0%	-0.6%	-19.6%	-1.4%	COC(=O)Cn1c(=NC(=O)c2ccc(OC)c(OC)c2)sc2cc(OC)ccc21
/	0.2	1.5%	3.8%	/	45.3%[activator]	9.1%	-5.9%	/	CCc1ccc(CN(C)C(=O)c2cccc(S(=O)(=O)Nc3ccccc3OC)c2)cc1
-9.5%	1.3	-9.4%	-11.3%	-7.7%	-27.4%	19.8%	-8.2%	-3.0%	O=C(Nc1ccc(C(=O)NCc2ccc(F)cc2)cc1)C1=CSCCO1
-4.1%	0.4	-23.5%	2.9%	-3.4%	8.3%	/	-7.1%	-22.2%	CCN(CC)C(=O)C1=CC(c2ccc3c(c2)OCO3)=NS(=O)(=O)N1C
-4.4%	-0.2	-15.5%	?	-5.8%	5.8%	/	-21.0%	-13.5%	CC(C)CCNC(=O)[C@@H](c1ccccc1)N1Cc2ccccc2C1=O
-0.9%	1.2	-27.2%	2.3%	-7.4%	-19.7%	-1.6%	-5.6%	7.6%	Cc1nn(C(C)C(=O)O)c(C)c1[N+](=O)[O-] (configuration not stated)
-0.2%	0.8	?	0.0%	-0.3%	89.2%[activator]	8.0%	-13.1%	1.8%	O=C(O)c1ccccc1-c1nc2ccccc2[nH]1
-1.9%	-0.5	-9.7%	0.7%	-14.5%	32.2%[activator]	-3.4%	-14.6%	29.9%	COC(=O)Nc1ccc(S(=O)(=O)N2CCCC(C(=O)N3CCCCCC3)C2)cc1 (configuration not stated)
-10.8%	0.3	-43.1%	1.6%	-0.2%	136.6%[activator]	-1.4%	-8.4%	3.0%	CCC(=O)N(CCC(c1ccco1)C(C)C)Cc1ccccc1 (configuration not stated)
/	/	26.4%	6.7%	/	21.9%	-9.7%	-5.2%	/	COc1cc(S(=O)(=O)N2CCOCC2)cc(C(=O)NCC(c2cccs2)N2CCOCC2)c1OC (configuration not stated)
-1.2%	-1.9	-15.2%	-2.0%	185.7%[activator]	13.9%	/	-16.7%	-2.4%	COc1ccc(CCNC(=O)c2ccc3c(c2)CCN3S(=O)(=O)c2ccccc2)cc1OC
0.3%	-0.1	7.6%	-12.0%	-23.8%	-5.0%	-3.6%	5.4%	-20.9%	O=C(Oc1cccc2ccccc12)C1CC1
-7.9%	-0.9	/	/	-16.5%	/	9.3%	/	29.0%	CN(C)c1nc(NCc2ccccc2)nc(N/N=C/c2ccccc2F)n1
0.9%	0.5	9.5%	-3.9%	-4.8%	32.6%	-0.3%	-10.0%	39.1%	Cc1ccc(CCNC(=O)C2CCCN(S(=O)(=O)N3CC(C)CC(C)C3)C2)cc1 (configuration not stated)
-3.0%	-0.4	0.0%	-1.6%	-5.8%	0.8%	-0.7%	-3.6%	30.9%	COC(=O)c1cc(C#N)c(NCc2ccc(Cl)cc2Cl)nc1C
-6.9%	-0.6	-12.1%	-5.0%	?	0.8%	-1.1%	-28.1%	-7.9%	Cc1nc2cc(N3CCCCC3)c(NC(=O)c3cccnc3)cc2c(=O)n1Cc1ccccc1
-4.9%	1.0	?	/	-23.6%	?	1.7%	-5.1%	-1.0%	Cn1ccnc1SCC(=O)c1cc2ccccc2o1
2.1%	1.1	13.9%	8.2%	10.4%	2.5%	4.9%	-9.3%	6.4%	COc1ccc(-c2ccc(CCC(=O)O)n2NC(N)=O)cc1
-7.6%	1.8	50.1µM*	-2.4%	?	0.708µM*	/	-25.5%	-1.2%	CCOc1ccc(C(c2c(C)[nH]n(-c3ccccc3)c2=O)c2c(C)[nH]n(-c3ccccc3)c2=O)cc1OC
32.1%[activator]	/	?	/	-6.2%	/	4.2%	-3.8%[60.1 µM]	/	FC(F)(F)c1ccccc1-c1ccc2ncnc(NC3CCNCC3)c2c1
4.8%	-0.2	?	-8.1%	-2.4%	4.7%	-12.2%	-18.0%	8.7%	CCc1ccc(-c2cc3c(=O)n(CC(=O)NCCN4CCCCC4C)nc(C)n3n2)cc1 (configuration not stated)
2.1%	/	-2.9%[57.4 µM]	/	/	/	0.5%	-2.7%[60.1 µM]	/	Cn1cccc1C(=O)N1CCC[C@@]2(CCN(Cc3nccs3)C2)C1
-1.2%	2.3	67.0%[activator]	-8.9%	-4.1%	92.6%[activator]	53.6%[activator]	-2.1%	2.2%	O=[N+]([O-])c1ccc(N2CCN(c3ccccc3F)CC2)nc1
-2.8%	-0.4	-22.3%	-4.2%	0.4%	2.7%	-2.1%	-0.1%	0.5%	O=C(/C(C=Nc1ccc(Br)cc1)=C(/O)c1ccco1)C(F)(F)F
/	/	?	-3.1%	/	?	/	-18.0%	/	O=C1C(=O)C(c2ccccc2)C(=O)C1c1ccccc1 (configuration not stated)
-2.6%	-0.7	?	9.3%	?	44.9%[activator]	-2.4%	11.2%	30.0%	O=[N+]([O-])c1ccc(N2CCCCC2)cc1SCCO
-9.4%	0.3	-0.6%	3.5%	-5.5%	77.4%[activator]	3.0%	-17.0%	1.0%	COc1cc2c(cc1OC)C(c1cccc([N+](=O)[O-])c1)N(C(=O)c1ccccc1C(=O)O)CC2 (configuration not stated)
-3.6%	0.5	12.6%	11.0%	-6.3%	1.3%[58.9 µM]	-1.3%	-5.3%	-16.7%	COc1ccc(-c2nnn(CCC(=O)O)n2)cc1
-4.3%	0.1	-8.9%	0.8%	-5.7%	2.2%	/	1.1%[60.1 µM]	-0.1%	O=C(NCCN1CCN(c2ccccc2F)CC1)C1COc2ccccc2C1 (configuration not stated)
4.5%	0.0	/	-3.4%	-7.7%	11.7%	-0.2%	13.6%	1.8%	O=C(CSc1ncn[nH]1)Nc1nnc(-c2ccccc2)s1
-2.5%	0.9	28.2µM*	13.4%	-15.1%	67.4%[activator]	-8.2%	-21.7%	?	CC(C)CN1C(=O)/C(=C/c2ccco2)NC1=S
/	/	1.1%	2.2%	/	-11.5%	/	-1.6%	/	COC(=O)c1c(C)cccc1C1CN=NC12Cc1ccccc1C2=O (configuration not stated)
-0.3%	-0.3	442.1%[activator]	4.5%	-4.5%	5.7%	-2.6%	-16.7%	-28.1%	COC(=O)CC1Oc2ccccc2N(Cc2ccccc2)C1=O (configuration not stated)
-2.4%	0.3	9.6%	0.0%	-2.5%	8.0%	4.4%	-3.6%	-6.4%	CCOc1cc(NC(=S)N2CCC(C(N)=O)CC2)c(C(=O)OC)cc1OCC
-10.4%	1.0	?	-3.2%	-14.9%	79.4µM*	/	79.4µM*	?	Cn1c(=O)oc2cc(S(=O)(=O)NCCC(=O)Nc3ccc(F)c(Cl)c3)ccc21
0.0%	0.8	-1.4%	5.7%	-1.5%	43.3%[activator]	/	0.4%[60.1 µM]	0.8%	COc1cccc(CSc2nc3ccccc3c3nc(CCn4c(C)nc5ccccc54)nn23)c1
3.7%	0.7	-0.6%&1.2%	-4.5%	-2.5%	79.4µM*	-2.8%	-3.1%	3.5%	CCc1cc(=O)oc2c(C)c(OCC(=O)NCCN3CCOCC3)ccc12
2.0%	-0.5	-10.1%	5.0%	-6.1%	-2.5%	/	-3.2%[60.1 µM]	1.9%	CCn1c2c(c(=O)n3ncc(C(=O)N4CCN(c5ccccc5)CC4)c13)CN(Cc1ccc(OC)cc1)CC2
/	/	-10.7%	17.2%	/	-20.1%	/	-9.4%	/	C=C(C1=CCN(S(=O)C(C)(C)C)[C@H]1CCO)c1ccccc1 (some centres not stated)
-6.1%	-0.1	?	-14.5%	-0.7%	53.8%[activator]	-3.3%	3.2%	-7.2%	CC(=O)CSc1cc(C)nc2c(-c3ccccc3)c(C)nn12

From PubChem BioAssay
